M1 ag: human M1 muscarinic receptor agonists, primary screen, Fluo-8 calcium fluorescence, CHO-K1 cells, HTS; Muscarinic acetylcholine receptor M1 (Homo sapiens), P11229; CHO-K1 hM1, agonist mode; 0% DMSO, 100% acetylcholine EC100; activation, % at 3 µM; 360,000 compounds, 0.33% hits;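 active means activation above the run's mean compound activation plus 3 SD, cut at about 16% in these data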;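 further: peak over basal fluorescence ratio within a 140 s kinetic read after compound addition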
Target sequence (P11229 whole entry, looked up): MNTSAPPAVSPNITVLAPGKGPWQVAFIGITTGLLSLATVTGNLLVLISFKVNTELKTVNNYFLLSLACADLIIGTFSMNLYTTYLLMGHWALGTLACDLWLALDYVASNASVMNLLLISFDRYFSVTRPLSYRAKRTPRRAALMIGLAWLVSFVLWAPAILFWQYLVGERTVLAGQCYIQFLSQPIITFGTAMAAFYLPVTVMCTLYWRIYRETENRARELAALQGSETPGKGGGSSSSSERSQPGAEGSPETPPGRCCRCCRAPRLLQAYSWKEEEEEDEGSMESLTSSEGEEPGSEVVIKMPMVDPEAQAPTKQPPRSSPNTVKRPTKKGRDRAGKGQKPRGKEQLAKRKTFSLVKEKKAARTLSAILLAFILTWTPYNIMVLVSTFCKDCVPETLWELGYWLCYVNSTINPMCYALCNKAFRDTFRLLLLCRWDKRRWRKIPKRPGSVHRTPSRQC
CHRM4 agonist: human M4 muscarinic receptor agonists, primary screen, CHO-K1 cells, Fluo-8 calcium fluorescence; 360,000 compounds, 0.14% hits; Muscarinic acetylcholine receptor M4 (Homo sapiens), P08173; AID 624127, 2012; CHO-K1 hM4/Gqi5; vehicle 0%, full acetylcholine response 100%; activation, % at 3 µM;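 active means activation above the run mean over all test wells plus 3 SD, cut at about 32% in these data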;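 further: peak over basal fluorescence ratio per well then scaled between controls; 0% = DMSO wells and 100% = acetylcholine at EC100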
Target sequence (P08173 whole entry, looked up): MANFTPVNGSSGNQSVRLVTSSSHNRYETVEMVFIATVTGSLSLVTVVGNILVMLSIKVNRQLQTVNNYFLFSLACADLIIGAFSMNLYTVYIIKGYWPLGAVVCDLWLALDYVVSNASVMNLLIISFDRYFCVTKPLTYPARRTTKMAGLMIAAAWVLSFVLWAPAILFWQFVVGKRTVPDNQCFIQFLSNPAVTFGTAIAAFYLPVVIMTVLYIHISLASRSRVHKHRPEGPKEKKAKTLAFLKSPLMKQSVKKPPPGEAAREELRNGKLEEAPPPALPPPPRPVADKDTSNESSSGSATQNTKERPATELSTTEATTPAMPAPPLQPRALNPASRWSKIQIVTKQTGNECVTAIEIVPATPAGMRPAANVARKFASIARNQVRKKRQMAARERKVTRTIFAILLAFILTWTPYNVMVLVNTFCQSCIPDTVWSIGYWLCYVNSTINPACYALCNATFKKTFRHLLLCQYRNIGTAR
M1 antag: human M1 muscarinic receptor antagonists, primary screen, CHO-K1 cells, Fluo-8 calcium fluorescence, 1536-well; CHO-K1 hM1, ACh EC80 antagonist; 360,000 compounds, 1.3% hits; AID 588852, 2011; inhibition, % at 3 µM; Muscarinic acetylcholine receptor M1 (Homo sapiens), P11229;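 active means percent inhibition above its own plate's cutoff, namely the mean of that plate's compound wells plus 3 SD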;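 further: peak over basal fluorescence ratio during 140 s after agonist addition; 0% = ACh EC80 plus DMSO and 100% = DMSO alone without agonist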
M1 PAM: human M1 muscarinic receptor positive allosteric modulators, primary screen, CHO-K1 cells, Fluo-8 calcium fluorescence, 1536-well. 360,000 compounds, 0.088% hits. activation, % at 3 µM. CHO-K1 hM1, ACh EC20; 0% = ACh EC20, 100% = maximal ACh. Muscarinic acetylcholine receptor M1 (Homo sapiens), P11229; in the data active means activation above about 19%, passing the limit was not always enough
M4 antag: human M4 muscarinic receptor antagonists, primary screen, CHO cells, Fluo-8 calcium fluorescence; CHO-hM4 cells, ACh EC80; Muscarinic acetylcholine receptor M4 (Homo sapiens), P08173; 360,000 compounds, 0.73% hits; inhibition, % at 3 µM;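 active means inhibition above its plate's cutoff, the mean inhibition of sample wells plus 3 SD, cut at about 27% in these data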;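 further: 0% = acetylcholine EC80 with DMSO and 100% = DMSO without agonist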
TAAR1 ag: human TAAR1 agonists, primary screen, Fluo-8 calcium fluorescence, CHO RD-HGA16 cells; Trace amine-associated receptor 1 (Homo sapiens), Q96RJ0; vehicle wells 0%, saturating PEA agonist 100%; activation, % at 3 µM; 360,000 compounds, 0.99% hits;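 active means activation above the mean activation of all test compounds in the run plus 3 SD, cut at about 38% in these data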
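Test system: RD-HGA16 (CHO) cells co-expressing Gα16 and hTAAR1 | Doses: Single dose, 3 µM | Schedule: 17-24 h seeding, 75 min 37 °C dye, 30 min RT | Evaluation: % activation from peak over basal fluorescence ratio, DMSO-to-PEA scaled | Technique: Kinetic Fluo-8 calcium fluorescence | Benchmarks: Low control DMSO, high control PEA (EC100)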
CHRM5 antagonist: human M5 muscarinic receptor antagonists, primary screen, CHO cells, Fluo-8 calcium fluorescence | Muscarinic acetylcholine receptor M5 (Homo sapiens), P08912 | CHO-hM5 cells, ACh EC80 | inhibition, % at 3 µM | 360,000 compounds, 0.59% hits | AID 624040, 2012;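 active means inhibition above a per-plate cutoff, the mean of that plate's test compounds plus 3 SD, cut at about 27% in these data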;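 further: 0% = acetylcholine EC80 with DMSO and 100% = DMSO without agonist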
M5 PAM: human M5 muscarinic receptor positive allosteric modulators, primary screen, CHO-K1 cells, Fluo-8 calcium fluorescence | Muscarinic acetylcholine receptor M5 (Homo sapiens), P08912 | CHO-K1 hM5, ACh EC20 PAM; 0% = ACh EC20, 100% = ACh EC100 | activation, % at 3 µM | 360,000 compounds, 0.3% hits | AID 624038, 2012;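 active means activation above the run cutoff, the mean activation of all test compounds plus 3 SD, cut at about 18% in these data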
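system = human M5 receptor in CHO-K1 cells | compound = one concentration, 3 µM final (nominal) | schedule = Post-acetylcholine fluorescence recording 140 s | signal = Fluo-8 calcium dye fluorescence, kinetic read | benchmarks = low control EC20 acetylcholine (0%), high control EC100 acetylcholine (100%) | repeats = singlicate, one well per test compound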
CHRM5 agonist: human M5 muscarinic receptor agonists, primary screen, CHO-K1 cells, Fluo-8 calcium fluorescence; Muscarinic acetylcholine receptor M5 (Homo sapiens), P08912; CHO-K1 hM5 cells; 0% DMSO wells, 100% maximal acetylcholine response; activation, % at 3 µM; 360,000 compounds, 0.19% hits;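 active means activation above the run's mean over test compounds plus 3 SD, cut at about 23% in these data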;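 further: signal is peak over basal fluorescence ratio across the kinetic read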
Active calls of the source: *; . = not tested or not shown. Only part of the results is shown; count on the stated rates, not on these rows.

Key to letters – A = M1 ag; B = CHRM4 agonist; C = M1 antag; D = M1 PAM; E = M4 antag; F = TAAR1 ag; G = CHRM5 antagonist; H = M5 PAM; I = CHRM5 agonist
structure: O=C(CSCc1ccccc1)N1CCN(S(=O)(=O)c2cccc(F)c2)CC1
  A: -2; B: 1; C: -7; D: 7; E: -17; F: 0; G: 3; H: 2; I: -1
structure: CC(=O)Nc1ccc(C(=O)NNC(=O)C2CC2)cc1
  A: -2; B: 1; C: -8; D: 10; E: -10; F: 9; G: -7; H: 2; I: -1
structure: C/C(Cl)=C/CSc1nn2c(=O)c3ccccc3nc2s1
  A: -3; B: 4; C: -7; D: -2; E: -3; F: 20; G: 0; H: -4; I: -5
structure: Cc1ccc(N2CCC(N3CCN(C)C(CCO)C3)CC2)cc1 (stereo unspecified)
  A: -6; B: 1; C: 17; D: -6; E: 12; F: 3; G: 10; H: -5; I: 2
structure: CCCCNC(=O)c1nc(-c2cccnc2OC)oc1-c1ccc(Cl)cc1
  A: .; B: 1; C: .; D: .; E: -1; F: 1; G: 2; H: 4; I: 0
structure: Cc1cnc(C(=O)N(c2ccccc2)C(c2ccccc2)c2nc3ccccc3[nH]2)cn1 (stereo unspecified)
  A: -7; B: 3; C: -14; D: -3; E: 0; F: 0; G: -8; H: -1; I: -1
structure: O=C(Nc1cccnc1)c1noc2c1CCCC2
  A: -2; B: 1; C: 2; D: -1; E: 4; F: 10; G: 5; H: 4; I: 2
structure: Cc1ccc(OCC2Cn3c(nc4c3c(=O)n(C)c(=O)n4C)O2)cc1 (stereo unspecified)
  A: -2; B: 0; C: -18; D: -2; E: 5; F: 4; G: -5; H: 3; I: 2
structure: CCOCCCNc1nc2nc3ccc(C)cn3c(=O)c2cc1C(=O)NCC1CCCO1 (stereo unspecified)
  A: -15; B: 0; C: 3; D: -2; E: 5; F: 0; G: 2; H: -1; I: -4
structure: c1ccc2c(Cn3ccnc3)cccc2c1
  A: 3; B: 0; C: -25; D: 20; E: -2; F: 14; G: 5; H: 13; I: -8

New compounds follow.
Key to letters – A = M1 ag; B = CHRM4 agonist; C = M1 antag; D = M1 PAM; E = M4 antag; F = TAAR1 ag; G = CHRM5 antagonist; H = M5 PAM; I = CHRM5 agonist
structure: CCCCNC(=O)N1CCc2[nH]c3ccccc3c2C1
  A: 19*; B: 6; C: -13; D: 8; E: 4; F: 2; G: 9; H: -5; I: 6
structure: CCN(Cc1ccccc1)C(=O)COc1cc(=O)n(CC)c2ccccc12
  A: -4; B: 4; C: -7; D: 4; E: 13; F: 4; G: 4; H: -5; I: 2
structure: CCn1cc(C(=O)N2CCCC(C(=O)c3cccc(C(F)(F)F)c3)C2)cn1 (stereo unspecified)
  A: -4; B: 2; C: -9; D: 2; E: 2; F: 0; G: 3; H: 2; I: 0
structure: O=C(CN(c1ccccc1)S(=O)(=O)c1ccccc1)N1CCOCC1
  A: -4; B: 2; C: 5; D: 1; E: 1; F: 6; G: 7; H: 0; I: 0
structure: CC(=O)NCc1ccc(S(=O)(=O)N/N=C/c2ccc(Br)cc2)cc1
  A: -6; B: 1; C: -10; D: 14; E: -6; F: 1; G: 8; H: -1; I: 1
structure: CC(C)CC(=O)N(Cc1ccc(F)cc1)C1CCS(=O)(=O)C1 (stereo unspecified)
  A: -6; B: 1; C: -2; D: 5; E: 6; F: 2; G: -10; H: 1; I: 0
structure: CCOC(=O)C1CCN(C(c2cccnc2)c2c(NC(=O)c3ccco3)sc(C)c2C)CC1 (stereo unspecified)
  A: -6; B: 0; C: 1; D: -3; E: -10; F: 23; G: -1; H: -4; I: -4
structure: CCCCC(=O)Nc1ccccc1CC
  A: -3; B: 0; C: -16; D: 10; E: 3; F: 0; G: 3; H: 9; I: -3
structure: Cc1cccc(OCC(=O)Nc2ccc(C(=O)c3ccc(C(=O)O)cc3)cc2)c1
  A: -8; B: 3; C: -2; D: -3; E: -4; F: 3; G: 1; H: -1; I: 1
structure: COCCNc1nc2cc(-c3ccccc3OC)sc2c(=O)n1C
  A: -4; B: 1; C: -17; D: 7; E: -11; F: -1; G: -12; H: 4; I: -2

(continued)
Key to letters – A = M1 ag; B = CHRM4 agonist; C = M1 antag; D = M1 PAM; E = M4 antag; F = TAAR1 ag; G = CHRM5 antagonist; H = M5 PAM; I = CHRM5 agonist
structure: COc1ccc(C(=O)c2ccc(Br)cc2)c2ccccc12
  A: 0; B: 1; C: -17; D: 11; E: 3; F: -1; G: 7; H: 15; I: 9
structure: Cc1ccc(OCCC(=O)OCC(=O)N2CCN(S(=O)(=O)c3ccc(C)cc3C)CC2)cc1
  A: 2; B: 4; C: -6; D: 4; E: -4; F: 4; G: 6; H: -2; I: 4
structure: CSCCC(NC(=O)c1ccccc1)C(=O)N1CCN(C(c2ccccc2)c2ccccc2)CC1 (stereo unspecified)
  A: -2; B: 1; C: -18; D: 11; E: -5; F: -1; G: 3; H: 1; I: -2
structure: COc1ccc(N2CCN(CCNC(=O)CCC(=O)NNc3nc4ccccc4c4nc(C)nn34)CC2)cc1
  A: -4; B: 6; C: -11; D: 8; E: -2; F: .; G: 11; H: -7; I: -5
structure: OC(C#Cc1ccccn1)c1cccs1 (stereo unspecified)
  A: -3; B: 1; C: -8; D: 2; E: 3; F: 12; G: 0; H: -3; I: -1
structure: CCOc1cc(C)c(C(C)C)cc1S(=O)(=O)n1cnc(C)c1
  A: -13; B: -1; C: 9; D: -13; E: 11; F: 0; G: 9; H: 1; I: -7
structure: Cc1ccc2c(c1)N(C(=O)CCC(=O)N1CCN(c3cccc(C)c3C)CC1)CCO2
  A: -7; B: 9; C: 0; D: -4; E: -10; F: -2; G: 4; H: -10; I: 0
structure: Cn1cnnc1SC/C(O)=C(\C#N)c1nc2ccccc2[nH]1
  A: -9; B: 1; C: -12; D: 14; E: 2; F: 1; G: 6; H: 4; I: 1

Entries of single compounds, quoted from the list:
Cn1cnnc1SC/C(O)=C(\C#N)c1nc2ccccc2[nH]1 is listed as M1 ag = -9; CHRM4 agonist = 1; M1 antag = -12; M1 PAM = 14; M4 antag = 2; TAAR1 ag = 1; CHRM5 antagonist = 6; M5 PAM = 4; CHRM5 agonist = 1
Cc1ccc(OCCC(=O)OCC(=O)N2CCN(S(=O)(=O)c3ccc(C)cc3C)CC2)cc1 is listed as M1 ag = 2; CHRM4 agonist = 4; M1 antag = -6; M1 PAM = 4; M4 antag = -4; TAAR1 ag = 4; CHRM5 antagonist = 6; M5 PAM = -2; CHRM5 agonist = 4

As entered above:
OC(C#Cc1ccccn1)c1cccs1 (stereo unspecified) @ M1 PAM: 2
CSCCC(NC(=O)c1ccccc1)C(=O)N1CCN(C(c2ccccc2)c2ccccc2)CC1 (stereo unspecified) @ M1 PAM: 11
Cn1cnnc1SC/C(O)=C(\C#N)c1nc2ccccc2[nH]1 @ CHRM5 agonist: 1
COc1ccc(C(=O)c2ccc(Br)cc2)c2ccccc12 @ CHRM4 agonist: 1

A portion of the results above:
Key to letters – A = M1 ag; B = CHRM4 agonist; C = M1 antag; D = M1 PAM; E = M4 antag; F = TAAR1 ag; G = CHRM5 antagonist; H = M5 PAM; I = CHRM5 agonist
structure: O=C(CSCc1ccccc1)N1CCN(S(=O)(=O)c2cccc(F)c2)CC1
  A: -2; B: 1; C: -7; D: 7; E: -17; F: 0; G: 3; H: 2; I: -1
structure: CC(=O)Nc1ccc(C(=O)NNC(=O)C2CC2)cc1
  A: -2; B: 1; C: -8; D: 10; E: -10; F: 9; G: -7; H: 2; I: -1
structure: C/C(Cl)=C/CSc1nn2c(=O)c3ccccc3nc2s1
  A: -3; B: 4; C: -7; D: -2; E: -3; F: 20; G: 0; H: -4; I: -5
structure: Cc1ccc(N2CCC(N3CCN(C)C(CCO)C3)CC2)cc1 (stereo unspecified)
  A: -6; B: 1; C: 17; D: -6; E: 12; F: 3; G: 10; H: -5; I: 2

Screens deposited in PubChem by The Scripps Research Institute Molecular Screening Center.
